# Screening results (PubChem)
# GLP1R cytotox = qHTS of GLP-1 Receptor Inverse Agonists: Cytotox Screen. HEK293 cAMP-luciferase reporter cells, luminescence, 24 h. Potency, µM (highest dose often 38.3 µM), for inactives: top-dose activity change, negative = inhibition, most hits filed as inhibitors. 410,000 tested, 0.13% active. AID 624418, 2012;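 also: loss of luciferase light is scored as toxicity; potency is read from the fitted curve at half-maximal effect; % is scaled to controls: 0 for no effect and ±100 for the full control effect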
#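 To flag toxic compounds, the library was rerun on cells for 24 hr at 37 deg C and 5% CO2. Viability-linked luminescence was captured 12 min after adding luciferase detection reagent.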
# GLP-1R inv ag = qHTS of GLP-1 Receptor Inverse Agonists (Inhibition Mode); 410,000 tested, 1.6% active; AID 624417, 2012; HEK293 GLP-1R CRE-luciferase, luminescence, 24 h; GLP-1R form is constitutively active; Glucagon-like peptide 1 receptor (Homo sapiens), P43220; Potency, µM (series often up to 38.3 µM), without a hit: top-dose activity change, negative = inhibition, usual class: inhibitors; also: potency is read from the fitted curve at half-maximal effect; % is scaled to controls: 0 for no effect and ±100 for the full control effect; nearly all actives have a fitted effect of over 55% in size
#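 GLP-1R inverse agonism mode: basal reporter luminescence in engineered HEK293 cells measured after one day of compound exposure at 37 deg C, with a 12 min room-temperature detection step.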
# PTHR1 ag = qHTS for PTHR1 Agonists: Primary Screen; HEK293 GP2 PTHR1 cells, GloSensor cAMP luminescence, 1 h; 410,000 tested, 0.075% active; Potency, µM (doses to about 115 µM), inactives show at the top dose activation, usual class: activators; also: potency is read from the fitted curve at half-maximal effect; nearly all actives have a fitted effect of over 55% in size; some results filed as inactive show a strong effect at the top dose; inactives centre near -15; many of its hits are not listed in these tables
# Target sequence (Q03431 whole entry, looked up): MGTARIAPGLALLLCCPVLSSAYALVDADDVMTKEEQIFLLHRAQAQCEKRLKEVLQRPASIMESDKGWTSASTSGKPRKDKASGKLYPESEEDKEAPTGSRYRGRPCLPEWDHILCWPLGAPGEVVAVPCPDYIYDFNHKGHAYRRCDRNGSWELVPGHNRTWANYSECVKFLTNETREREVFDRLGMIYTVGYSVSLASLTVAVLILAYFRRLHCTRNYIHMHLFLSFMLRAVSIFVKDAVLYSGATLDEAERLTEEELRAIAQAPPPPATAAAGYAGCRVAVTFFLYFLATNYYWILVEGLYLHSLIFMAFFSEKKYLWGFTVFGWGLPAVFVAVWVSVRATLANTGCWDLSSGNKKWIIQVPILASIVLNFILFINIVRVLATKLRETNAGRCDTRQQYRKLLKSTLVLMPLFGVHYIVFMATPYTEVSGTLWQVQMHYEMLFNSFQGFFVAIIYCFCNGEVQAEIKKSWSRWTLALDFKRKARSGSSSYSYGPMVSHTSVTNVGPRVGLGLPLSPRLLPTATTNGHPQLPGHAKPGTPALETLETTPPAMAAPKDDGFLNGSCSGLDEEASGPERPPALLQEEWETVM
#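 HEK-293-derived GP2 cells expressing PTHR1 and a GloSensor cAMP reporter, 3,000/well, plated overnight, given luciferin plus IBMX (each 0.5 mM as added) for 1 h at 37 °C, then compound for 1 h at 37 °C. Luminescence was read after 15 min at room temperature.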
# Abeta yeast res = qHTS for compounds that reverse cellular toxicity of Amyloid beta (A-beta) peptide in yeast: Primary Screen. yeast expressing A-beta42, growth rescue, OD600, 48 h; response scale: 0% DMSO, 100% iron-clioquinol control. 410,000 tested, 0.063% active. Potency, µM (series often up to 46.1 µM), without a hit: top-dose growth rescue, hits mostly activators; also: potency is read from the fitted curve at half-maximal effect; nearly all actives have a fitted effect of over 55% in size
#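 Yeast growth medium received pinned compounds, then yeast cells expressing toxic A-beta were added; plates incubated at 30 C for 48 hr. Growth read as absorbance at 600 nm, normalized to DMSO and equimolar FeCl3 plus clioquinol controls.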
# TDP-43 yeast inh = qHTS of TDP-43 Inhibitors; TDP-43 expressing yeast growth rescue, BacTiter-Glo, 24 h; Potency, µM (doses to about 46.1 µM), inactives show at the highest dose growth rescue (activation), hits mostly activators; 410,000 tested, 1.8% active; AID 652104, 2013; also: potency is read from the fitted curve at half-maximal effect; % of control where 0% means no effect; nearly all actives have a fitted effect of over 50% in size
#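 Luminescence from BacTiter-Glo reports growth of TDP-43-expressing yeast after 24 hr at 30 deg C with compound. Cells were raffinose-pregrown to mid-log, then seeded in galactose medium at OD600=0.02.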
# Mm-Cpn inhibitor = Inhibitors of TCP-1 ring complex (TRiC) of Methanococcus maripaludis (MmCpn): qHTS | Chaperonin Mm-Cpn (Methanococcus maripaludis) | purified Mm-Cpn ATPase, ADP Transcreener TR-FRET | Potency, µM (titrated, usually from 76.9 µM), without a hit: at the highest dose activity, negative = inhibition, most hits filed as inhibitors | 330,000 tested, 0.031% active | AID 504842, 2011; also: potency is read from the fitted curve at half-maximal effect; % is scaled to controls: 0 for no effect and ±100 for the full control effect; nearly all actives have a fitted effect of over 80% in size
#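 Purified archaeal chaperonin (25 nM final) was preincubated with compound for 10 min at 37°C, then ATP (10 uM final) was added for 30 min at 37°C in Tris pH 7.4/KCl/MgCl2/DTT buffer. ADP was quantified by HTRF Transcreener TR-FRET.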
# aSyn yeast inh = qHTS of alpha-syn Inhibitors | AID 652106, 2013 | Yeast expressing alpha-synuclein, growth rescue, BacTiter-Glo, 24 h | Potency, µM (series often up to 46.1 µM), for the others: at the top dose growth rescue (activation), most hits filed as activators | 370,000 tested, 0.14% active; also: potency is read from the fitted curve at half-maximal effect; % of control where 0% means no effect; nearly all actives have a fitted effect of over 65% in size
#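 Galactose-induced alpha-syn yeast (OD600=0.02, raffinose-pregrown) + pinned cpd, 24 hr, 30 deg C; growth by BacTiter-Glo luminescence. Growth restoration scores as activation.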
# FUS yeast rescue = qHTS for Suppressors of FUS Proteinopathy: Primary screen using FUS-linked yeast assay | S. cerevisiae FUS-expressing, growth rescue, OD600, 24 h | Potency, µM (titrated, usually from 76.6 µM), without a hit: at the highest dose growth rescue (activation), usual class: activators | 390,000 tested, 0.24% active;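 also: potency is read from the fitted curve at half-maximal effect; plate controls were DMSO vehicle for no effect and reference control for full effect; nearly all actives have a fitted effect of over 55% in size; some results filed as inactive show a strong effect at the top dose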
#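 Steps: raffinose overnight preculture; dilution to OD 0.005 in 2% galactose minimal medium; compound addition (concentration series); 24hr at 30C, 99% humidity; absorbance read at 600 nm.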
# Akt phos inh = HTS Assay for Inhibitors of Akt Phophorylation: Primary Screen; Neuro2A IGF-stimulated pAkt S473 HTRF, 20 min; active compounds read low; activity change, % for hits at 50 µM; 360,000 tested, 0.32% active; AID 651550, 2012; in the data active = activity change below about -80%; inconclusive = mostly about -51% to -80%; also: % is scaled to controls: 0 for no effect and ±100 for the full control effect
#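 Neuro2A cells (4,500/well, DMEM with 0.5% FBS) were treated with compound at a single 50 µM final concentration, stimulated with 6 nM IGF for 20 min at 37 °C, and lysed. Phospho-Akt Ser473 was read by HTRF as 665/615 ratio ×10^4.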
# * hit, by the source's call; i = inactive; ? = inconclusive; . = no result given; & = joins results of further samples; [ ] = another dose, or the depositor's remark. Unless noted, calls follow the shape of the dose curve; as a rule, active = well fitted curve in the direction sought with a large enough effect; inconclusive = small, poorly fitted or top-dose-only effect, or another doubt; inactive = no such curve, though single readings can be large; an effect the other way counts as inactive or inconclusive. The list is partial (hit frequency here may not be typical).
# The line under a structure holds: GLP1R cytotox, GLP-1R inv ag, PTHR1 ag, Abeta yeast res, TDP-43 yeast inh, Mm-Cpn inhibitor, aSyn yeast inh, FUS yeast rescue, Akt phos inh
1	O=C1NC[C@@H](CCCCN2C[C@H](Cc3ccccc3)N(Cc3ccccc3)C(=O)C2=O)N(Cc2ccccc2)C1=O
  -5%, 10%, 14%, -10%, -1%, ., -10%, 30%, i
2	O=C(CSc1ccc2nnc(-c3ccc(Cl)cc3)n2n1)N1CCCC1
  -15%, 17%, -19%, -17%, 7%, 1%, -8%, -27%, i
3	Cn1nc(-c2ccc(Cl)cc2)c2cc(C(=O)N3CCN(C(=O)c4ccco4)CC3)sc21
  5%, 13%, i, 1%, 20%, 0%, 0%, -20%, i
4	Cc1ccc(-n2ncc(C(=O)N3CCc4ccccc4C3)c2NC(=O)c2ccco2)cc1C
  ?, 5%, -10%, 12%, -3%, 3%, 3%, 32%, i
5	COc1ccc(CNC(=O)c2nnn(Cc3ccc(OC)cc3)c2N)cc1
  3%, -1%, -25%, -20%, -2%, 0%, 1%, -6%, i
6	COC(=O)[C@]1(Cc2ccccc2)N[C@H](CN(C)C(=O)c2ccc(C)cc2)[C@@H]2C(=O)N(C)C(=O)[C@@H]21
  4%, 8%, i, 2%, 13%, -1%, 1%, -3%, i
7	COc1ccc(NC(=O)CN2CCN(CC(=O)Nc3ccc(OC)c(OC)c3)CC2)cc1
  -5%, 2%, -11%[57.5 µM], -3%, 9%, 3%, 1%, -5%, i
8	NC(=O)C1CCN(c2nc(-c3cc4ccccc4o3)cs2)CC1
  ., ., -26%, 8%, ., -7%&-5%, ., 18%, .
9	CCOc1ccc(C(CC(=O)O)NC(=O)c2sc3ccccc3c2Cl)cc1 (configuration not stated)
  1%, 11%, 0%, 26%, 17%, -23%, -2%, 12%, i
10	O=C(CNC(=O)c1cccc(F)c1)N/N=C/c1ccc([N+](=O)[O-])s1
  2%, ?, -21%, -18%, 11%, 0%, 0%, -19%, i
11	Cc1cc(C(=O)NC2CCCc3c2cnn3-c2ccc(C(C)(C)C)cc2)n[nH]1 (configuration not stated)
  -10%, ?, -19%, -6%, 23%, 0%, 2%, -23%, i
12	CC(C)(C)OC(=O)N1CCC[C@H]1C(=O)O
  1%, 8%, -7%, 0%, 19%, 0%, 4%, -21%, i
13	COc1ccc(Br)cc1C1C(C(=O)Nc2ccc(C)cc2C)=C(C)Nc2ncnn21 (configuration not stated)
  -8%, -14%, -2%, 8%, ?, ., ., -21%, .
14	COc1cccc(CN2C(=O)c3cccc(N)c3C2=O)c1
  ., -5%, -3%, -17%, ?, -2%, 3%, ., i
15	COc1ccccc1-c1cc(C(=O)Nc2c(F)cc(F)cc2Br)no1
  14%, -2%, -8%[57.5 µM], -11%, -5%, -1%, -1%, 26%, .
16	Cc1nc2ccc(S(=O)(=O)CCC(=O)Nc3ccc(F)cc3C)cc2s1
  -8%, 3%, -2%, -4%, 7%, ., ., 28%, .
17	COc1ccc(N(C(=O)Cn2nnc3ccccc32)C(C(=O)NC(C)(C)C)c2ccc(OC)c(O)c2)cc1 (configuration not stated)
  -8%, -11%, -8%, -6%, -8%, -1%, -8%, 24%, i
18	N#CC1=C(N)Oc2n[nH]c(-c3cccs3)c2C1c1ccoc1 (configuration not stated)
  10%, 10%, i, 3%, -35%[inhibitor], 1%, 10%, -6%, i
19	CC1(CC(=O)N/N=C/c2ccc(OCc3ccc(Cl)cc3Cl)cc2)OCCCO1
  -22%, 8.9µM*, -7%[57.5 µM], -51%[inhibitor], ?, 0%, 0%, ?, i
20	Cc1ccc(C(=O)Nc2ccccc2N2CCCC2)s1
  -8%, -21%, -17%, -9%, 27%, -1%, -9%, -2%, i
21	COc1cccc2cc(C(C)OC(=O)Nc3ccc(C)cc3)oc12 (configuration not stated)
  -7%, ?, -37%[inhibitor], 14%, -2%, -2%, -2%, -13%, i
22	Cc1ccc(-c2cccc(C3CC=CC4C3C(=O)N(Cc3ccccc3)C4c3ccc4ccccc4c3)c2)cc1 (configuration not stated)
  23%, ?, i, -1%, -1%, -1%, -23%, 24%, i
23	CCOC(=O)C1C(=O)NC(SCC(N)=O)=C(C#N)C1c1ccccc1OCC (configuration not stated)
  6%, 5%, i, 19%, 18%, 0%, 9%, 5%, i
24	COc1ccc(C2=NOC(C(=O)Nc3ccc4c(c3)OCO4)C2)cc1OC (configuration not stated)
  -8%, 91%[activator], i, -8%, -3%[0.397 µM], 0%, 17%, 15%, i
25	CCNC(=O)NC1(C(=O)Nc2ccc3c(c2)CCC3)CCCCC1
  -19%, -2%, -4%, -3%, 3%, 0%, 3%, 16%, i
26	OC[C@H]1O[C@@H](n2cnc3c(NC4CCCC4)ncnc32)[C@H](O)[C@@H]1O
  -1%, 6%, i, -3%, 0%, 4%[15.4 µM], 0%&1%, -36%, i
27	COc1ccc(CNC(=O)Cn2c(=O)n(CC(=O)N3CCCCC3)c(=O)c3sccc32)cc1
  -14%, -25%, -1%, ., -7%, -2%, -4%, 0%, i
28	Cc1[nH]c2ccccc2c1C1(O)C(=O)Nc2ccc(Cl)cc21 (configuration not stated)
  -11%, -36%, -8%, 12%, 21%, ., ., -2%, .
29	CC(=O)Nc1ccc(NC(=S)NC(=O)/C=C/c2ccc(Cl)cc2)cc1
  -25%, 6%, i, 10%, -2%, 3%, 23%, -6%, i
30	Cc1cnc(C(=O)Nc2ccc(OC(F)(F)F)cc2)cn1
  -6%, -12%, -20%, 2%, 29%, 2%, -24%, -22%, i
31	Fc1ccccc1CSc1nc2ncccc2[nH]1
  -9%, 11%, i, -7%, -3%, -5%, -5%, 21%, i
32	O=C(COc1ccc2ccccc2c1)Nc1ccc2c3c(cccc13)CC2
  ?, -24%, -58%[inhibitor], 2%, -5%, 0%, 0%, -18%, i
33	Cc1ccc(C)c(OCc2cc(C(=O)N3CCOCC3)no2)c1
  3%, -2%, -19%, -10%, 24%, -2%, 4%, -11%, .
34	O=C(NC(Cc1nn[nH]n1)C(=O)OCc1ccccc1)OCc1ccccc1 (configuration not stated)
  5%, 12%, -14%, -6%, 7%, ., 0%, 5%, i
35	O=C(NCCc1ccncc1)Nc1cccc(Cl)c1
  -13%, 0%, -20%[57.5 µM], 15%, 12%, -2%, -8%, 4%, i
36	COc1ccc(CNC(=O)CCc2nc3cccnc3n2Cc2ccc(OC)cc2)cc1
  -3%, 17%, -14%, -6%, 16%, ., ., -6%, .
37	Cc1cc(=O)oc2c(C)c(OCC(=O)NCc3ccccn3)ccc12
  -13%, 18%, i, ., 13%, -1%, -1%, -10%, i
38	CN(C)CCNc1nc2sc3c(c2c(=O)n1CCc1ccccc1)CCCCC3
  ?, ?, i, 13%, 17%, 0%, -9%, 31%, i
39	Cc1cc(C)nc(NS(=O)(=O)c2ccc(NS(=O)(=O)c3ccc(C#N)cc3)cc2)n1
  30%, 9%, -6%, -4%, -12%, -1%, -3%, ., i
40	COC(=O)c1c(NC(=S)Nc2cc(OC)c(Cl)cc2OC)sc2c1CCCCC2
  9%, 0%, i, -1%, 19%, ?, 3%, ., i
41	C[C@]12CCC(=O)C=C1CC[C@@H]1[C@@H]2[C@@H](O)C[C@@]2(C)[C@H]1CC[C@]2(O)C(=O)CO
  10%&19%, -4%&-9%, -19%&-1%, -8%&-7%, 10%&-3%, -9%&-2%, 5%&9%&1%, -37%&-29%, i
42	CCOC(=O)C1CCN(C(=O)CN(c2ccc3c(c2)OCO3)S(C)(=O)=O)CC1
  4%, 0%, i, -10%, 5%, ., -10%, ., i
43	CCCc1ccccc1OCCNC(C)=O
  -21%, 0%, i, 0%, -4%, 0%, 12%, -14%, i
44	COc1ccccc1CNc1ncnc2c1c(-c1ccccc1)cn2-c1cccc(C)c1
  2%, ?, i, 1%, ?, ., ., 30%, .
